RECQ1 inh: qHTS Assay for Inhibitors of RecQ-Like Dna Helicase 1 (RECQ1); RECQ1 DNA unwinding, red fluorescence kinetic read; Potency, µM (highest dose often 57.3 µM), inactives show top-dose activity, negative = inhibition, most hits filed as inhibitors; 0.54% of 240,000 active; AID 2549, 2010;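 note: plate controls were vehicle for no effect and no enzyme for full effect; nearly all actives have a fitted effect of over 30% in size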
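RECQ1T1 50 nM; forked duplex (20 bp + 30-nt ss tails) 200 nM, ATP 2 mM final; pH 8.0, 2 mM MgCl2, 2.5 ug/ml poly(dI-dC); 15 min compound preincubation; discontinuous kinetic read over 2 h at RT.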
SMN2 splice enh: qHTS Assay for Enhancers of SMN2 Splice Variant Expression; 2.8% of 210,000 active; Potency, µM (series often up to 46.1 µM), without a hit: at the top dose activity change, positive = activation, most hits filed as activators; HEK293 SMN2-luciferase splicing reporter, luminescence, 30-36 h; note: % of control where 0% means no effect; nearly all actives have a fitted effect of over 55% in size
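HEK293 cells carry an SMN2 minigene-luciferase reporter in which exon 7 inclusion puts luciferase in frame. Cells were seeded at 2000 cells/well, attached for 10-12 hours, then exposed to compounds for 30-36 hours at 37C before ONE-Glo luminescence.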
JMJD2E inh: qHTS Assay for Inhibitors of Human Jumonji Domain Containing 2E (JMJD2E). JMJD2E catalytic domain, FDH-coupled NADH fluorescence (FDH is formaldehyde dehydrogenase). Potency, µM (doses to about 57.1 µM), for the others: at the top dose activity change, negative = inhibition, most hits filed as inhibitors. 1.6% of 230,000 active. AID 2147, 2009; active = well fitted inhibition curve with a large enough effect, not every such curve was filed as active; inconclusive = small, poorly fitted or top-dose-only effect, or another doubt; inactive = no such curve, though single readings can be large or run the other way;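 note: 0% = wells with enzyme and -100% = buffer wells without enzyme; nearly all actives have a fitted effect of over 50% in size; many of its hits are not listed in these tables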
Target sequence (B2RXH2 1-337 limits assumed): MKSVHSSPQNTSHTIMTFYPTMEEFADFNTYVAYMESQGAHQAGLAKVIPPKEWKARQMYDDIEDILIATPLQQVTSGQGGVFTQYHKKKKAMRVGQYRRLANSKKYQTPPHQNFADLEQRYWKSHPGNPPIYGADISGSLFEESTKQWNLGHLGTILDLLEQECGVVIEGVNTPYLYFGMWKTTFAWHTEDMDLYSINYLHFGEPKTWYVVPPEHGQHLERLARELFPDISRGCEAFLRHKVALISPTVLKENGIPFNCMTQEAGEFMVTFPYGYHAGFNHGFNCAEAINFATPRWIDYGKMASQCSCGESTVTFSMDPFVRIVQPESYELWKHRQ
Epigenetic reg: Quantitative High-Throughput Screen for Regulators of Epigenetic Control; murine LDR cells, GFP reporter derepression, 30 h; AID 1865, 2009; Potency, µM (titrated, usually from 53.9 µM), for the others: at the highest dose GFP activation, hits mostly activators; 0.2% of 280,000 active; note: % of control where 0% means no effect; nearly all actives have a fitted effect of over 60% in size
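Reporter derepression read as number of fluorescent GFP-positive objects, 20-120 um in size, counted by laser-scanning cytometer. Mouse LDR line with an epigenetically silenced CMV-GFP locus; compound incubation 30 h, 37 C.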
Luc counter: Counterscreen for Luciferase (Kinase-Glo TM) Inhibition; Luciferin 4-monooxygenase (Photuris pensylvanica), Q27757; Kinase-Glo luciferase, ATP luminescence, 8 min; Potency, µM (titrated, usually from 38.3 µM), inactives show at the top dose activity change, negative = inhibition, actives largely listed as inhibitors; 0.28% of 200,000 active; AID 1379, 2008; note: % is set by controls: 0 for no effect and ±100 for the full control effect; nearly all actives have a fitted effect of over 60% in size
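Substrate mix (final 50 mM imidazole pH 7.2, 50 mM KCl, 7 mM MgCl2, 10 uM ATP, 0.01% Tween 20, 0.05% BSA) plus pin-tool compound, then Kinase-Glo detection mix; 8 min ambient, luminescence read.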
RGS12 GoLoco inh: qHTS Assay for Inhibitors of RGS12 GoLoco Motif Activity (Red Fluorophore) | Guanine nucleotide-binding protein G(i) subunit alpha-1 (Homo sapiens), P63096 | 0.44% of 230,000 active | Potency, µM (top dose mostly 61.6 µM), for inactives: top-dose activity, negative = inhibition, usual class: inhibitors | AID 880, 2007 | Gai1:RGS12 GoLoco peptide FP, rhodamine, 10 min; active = well fitted inhibition curve with a large enough effect, not every such curve was filed as active; inactive = no such curve, though single readings can be large or run the other way; note: % is set by controls: 0 for no effect and ±100 for the full control effect; nearly all actives have a fitted effect of over 30% in size; many of its hits are not listed in these tables
Target sequence (P63096 whole entry, looked up): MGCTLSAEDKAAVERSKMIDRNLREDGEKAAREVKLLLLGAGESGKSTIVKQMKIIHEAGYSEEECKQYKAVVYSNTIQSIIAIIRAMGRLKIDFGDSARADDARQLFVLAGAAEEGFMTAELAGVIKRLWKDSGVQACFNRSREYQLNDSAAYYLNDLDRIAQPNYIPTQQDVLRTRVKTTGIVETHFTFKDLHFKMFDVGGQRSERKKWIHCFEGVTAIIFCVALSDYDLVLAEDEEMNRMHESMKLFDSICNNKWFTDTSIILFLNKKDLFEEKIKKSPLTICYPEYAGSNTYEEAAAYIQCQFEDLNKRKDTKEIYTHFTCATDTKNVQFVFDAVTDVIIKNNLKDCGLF
NPSR antagonist: qHTS Assay for Antagonists of the Neuropeptide S Receptor: cAMP Signal Transduction; 1% of 220,000 active; Potency, µM (titrated, usually from 38.3 µM), without a hit: at the top dose activity change, negative = inhibition, actives largely listed as inhibitors; AID 1461, 2008; CHO-NPSR cells, cAMP TR-FRET, antagonist mode; note: % is set by controls: 0 for no effect and ±100 for the full control effect; nearly all actives have a fitted effect of over 50% in size; many of its hits are not listed in these tables
Target sequence (Q6W5P4 whole entry, looked up): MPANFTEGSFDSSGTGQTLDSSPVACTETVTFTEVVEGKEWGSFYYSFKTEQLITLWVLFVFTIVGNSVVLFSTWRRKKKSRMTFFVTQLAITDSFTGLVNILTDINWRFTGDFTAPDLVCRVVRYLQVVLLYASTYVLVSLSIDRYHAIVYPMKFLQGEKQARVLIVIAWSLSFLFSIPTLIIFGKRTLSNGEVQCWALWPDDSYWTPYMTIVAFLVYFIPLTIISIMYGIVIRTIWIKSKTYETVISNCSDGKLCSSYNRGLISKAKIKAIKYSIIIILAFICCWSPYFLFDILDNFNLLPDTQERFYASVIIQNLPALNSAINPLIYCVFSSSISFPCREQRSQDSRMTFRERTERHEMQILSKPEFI
IMPase Li inh: qHTS Assay for Identifying the Cell-Membrane Permeable IMPase Inhibitors: Potentiation with Lithium | AID 1457, 2008 | CHO-M1 cells, IP1 TR-FRET (IP-One), carbachol + lithium | 0.35% of 210,000 active | Potency, µM (doses to about 59.4 µM), for the others: top-dose activity, negative = IMPase inhibition, usual class: inhibitors;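 note: IP1 builds up when IMPase is blocked and the TR-FRET signal falls; plate controls were basal vehicle for no effect and high inhibitor control for full effect; nearly all actives have a fitted effect of over 50% in size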
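Concentration–response in CHO-M1 cells, lithium-potentiated; 30 min at 37C. IP1 detected by competitive TR-FRET after 10 min lysis at RT. Hill-fitted AC50.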
Active calls of the source: *; i = inactive; ? = inconclusive; . = not tested or not shown; & = joins results of further samples; [ ] = dose if it differs, or a comment. Unless noted, calls come from the whole dose curve; as a rule, active = well fitted curve in the direction sought with a large enough effect; inconclusive = small, poorly fitted or top-dose-only effect, or another doubt; inactive = no such curve, though single readings can be large; an effect the other way counts as inactive or inconclusive. Potency is the fitted concentration of half-maximal effect. Only part of the results is shown (hit frequency here may not be typical).

Codes: A = RECQ1 inh; B = SMN2 splice enh; C = JMJD2E inh; D = Epigenetic reg; E = Luc counter; F = RGS12 GoLoco inh; G = NPSR antagonist; H = IMPase Li inh
1: CNCC(C)COc1ccccc1OCc1ccccc1 (stereo unspecified)
  A: -2%	B: -52%	C: 8%	D: 0.1%	E: 5%	F: 7%	G: 1%	H: 2%

2: O=C(CS(=O)CC(=O)Nc1ccc(Cl)cc1)NCC1OCCc2ccccc21 (stereo unspecified)
  A: -14%	B: ?	C: 4%	D: 8.1%	E: -8%	F: -4%	G: -5%[46.1 µM]	H: 16%[38.3 µM]

3: Nc1nc(Nc2cccc(F)c2)nc(N2CCOCC2)c1[N+](=O)[O-]
  A: -2%	B: .	C: 1%	D: 1.4%	E: .	F: 4%	G: -20%	H: .

4: CCCC(=O)Nc1cccn(Cc2ccccc2Br)c1=O
  A: 13%	B: -12%	C: 0%	D: 1.4%	E: -2%	F: 4%	G: 6%[46.1 µM]	H: 6%[38.3 µM]

5: CN(CC(=O)NC1CCCC1)S(=O)(=O)c1cnc[nH]1
  A: -4%	B: -4%	C: -4%	D: -4.8%	E: 10%	F: 7%	G: 23%	H: -5%

6: CC(=O)/C(N=Nc1ccc(C(=O)O)cc1)=C(\C)O
  A: -7%	B: .	C: -2%	D: 3.2%	E: .	F: -9%	G: -29%	H: .

7: Cc1cccc(C)c1OCC(=O)Nc1ncn[nH]1
  A: i	B: -9%	C: -7%	D: 2.9%&0.7%	E: 1%	F: 0%	G: 1%[46.1 µM]	H: 10%[38.3 µM]

8: Cc1cc(N2CCN(c3ccc(F)cc3)CC2)nc(-c2ccccc2)n1
  A: -11%	B: -26%	C: ?	D: 0.1%	E: 1%	F: 5%	G: -9%[46.1 µM]	H: 14%

9: Cc1cccc(CC2S/C(=N/c3ccccn3)NC2=O)c1 (stereo unspecified)
  A: 6%	B: -33%[inhibitor]	C: 6%	D: 0.1%	E: 3%	F: 9%	G: -20%	H: 21%

10: CCOC(=O)CC(NC(=O)c1ccccc1)c1ccc(OC)cc1 (stereo unspecified)
  A: i	B: -10%	C: -3%	D: 12%	E: -1%	F: -8%	G: -1%	H: ?

11: Cc1ccc(C)c(NNC(N)=S)c1
  A: -17%	B: 5%	C: ?	D: -3.5%	E: 1%	F: 5%	G: 2%	H: 1%

12: COc1cc(OC)c(C(=O)OCC(=O)N2CC(=O)Nc3ccccc32)cc1OC
  A: -6%	B: 18%	C: -2%	D: 1.3%	E: 1%	F: 3%	G: 30%	H: 2%

13: CC(=O)OCC(=O)Nc1ccccc1OC(F)F
  A: i	B: 6%	C: 4%	D: -3.7%	E: -1%	F: -3%	G: 15%	H: -8%

14: O=C(Nc1ccccc1)C1=C[C@H](c2coc3ccccc3c2=O)C[C@H](OCc2ccc(CO)cc2)O1
  A: -29%	B: .	C: 1%	D: -1.4%	E: .	F: 12%	G: 34%	H: 3%

15: CC(NC(=O)Nc1cccnc1)(C(F)(F)F)C(F)(F)F
  A: -10%	B: 21%	C: -26%	D: 3.0%	E: -3%	F: 3%	G: -9%[46.1 µM]	H: 15%[38.3 µM]

16: CCCc1nn(C)c2c(=O)[nH]c(-c3cc(S(=O)(=O)N(CCO)CCO)ccc3OCC)nc12
  A: 1%	B: .	C: -8%	D: -1.8%	E: .	F: -26%	G: -23%	H: .

17: Cn1c(CCN2CCCCC2)nc2cc(NC(=O)C3CCCCC3)ccc21
  A: -2%	B: -9%	C: ?	D: -0.9%	E: -2%	F: 5%	G: -13%[46.1 µM]	H: 17%[38.3 µM]

18: O=c1[nH]c2c(c(=O)n1Cc1ccccc1)CCC2
  A: -11%	B: 23%	C: -4%	D: -2.4%	E: -5%	F: -2%	G: -7%[46.1 µM]	H: -1%[38.3 µM]

19: N=c1nc(N)nc(N)n1-c1ccc(S(N)(=O)=O)cc1
  A: .	B: -13%[9.22 µM]	C: .	D: .	E: -1%[7.66 µM]	F: -4%[14.2 µM]	G: .	H: 5%

20: CC(=O)c1ccc(NC(=O)CN2CCC(NC(=O)C3CCCCC3)CC2)cc1
  A: 0%	B: .	C: 7%	D: 3.3%	E: -1%	F: 10%	G: -15%	H: 3%

21: CCOc1ccc(C(=O)NCC(=O)OCC(=O)NC2CCCC2)cc1
  A: i	B: -2%	C: -1%	D: -0.4%	E: -1%	F: 2%	G: 7%	H: -3%

22: CCN(CC)CCc1c(C)[nH]c(C(=O)OCc2ccccc2)c1C
  A: -3%	B: -6%	C: 2%	D: -2.4%	E: 1%	F: -6%	G: 0%[46.1 µM]	H: 19%[38.3 µM]

23: Cc1ccc(NC(=O)CS(=O)CC(=O)N(CC(=O)NC2CCCC2)c2ccc3c(c2)OCCO3)cc1 (stereo unspecified)
  A: 15%	B: -3%	C: -6%	D: 0.2%	E: 3%	F: 8%	G: -3%	H: 5%

24: Cc1cccc(C2=NN(c3ccc(Br)cc3)[C@@H](C(=O)N3CCOC3=O)[C@@H]2c2ccc(F)cc2)c1
  A: -1%	B: -20%	C: -1%	D: -1.4%[40.7 µM]	E: 3%[39.9 µM]	F: 3%&-1%	G: -14%	H: -12%&-3%

25: O=C(Cn1nc(-c2ccccc2)ccc1=O)Nc1cccc(NC(=O)c2ccccn2)c1
  A: -5%	B: 3%	C: ?	D: 1.9%	E: 0%	F: 7%	G: -23%	H: 6%

26: CCC(Sc1nc(N)cc(N)n1)C(=O)O (stereo unspecified)
  A: 5%	B: 2%	C: 4%	D: 0.1%	E: -2%	F: 8%	G: -1%[46.1 µM]	H: 15%[38.3 µM]

27: CCCS(=O)(=O)N1CCCC(C(=O)NCCN(Cc2ccccc2)C(C)C)C1 (stereo unspecified)
  A: 12%	B: -16%	C: 2%	D: -2.3%	E: -10%	F: 7%	G: 2%[46.1 µM]	H: 34%[activator][38.3 µM]

28: CN(C)C(=O)c1ccc(-c2cncnc2NCc2cccs2)cc1
  A: -13%	B: -8%	C: ?	D: -0.8%	E: 0%	F: -11%	G: .	H: -7%

2 records drawn at random from the list so far:
Codes: A = RECQ1 inh; B = SMN2 splice enh; C = JMJD2E inh; D = Epigenetic reg; E = Luc counter; F = RGS12 GoLoco inh; G = NPSR antagonist; H = IMPase Li inh
15: CC(NC(=O)Nc1cccnc1)(C(F)(F)F)C(F)(F)F
  A: -10%	B: 21%	C: -26%	D: 3.0%	E: -3%	F: 3%	G: -9%[46.1 µM]	H: 15%[38.3 µM]

14: O=C(Nc1ccccc1)C1=C[C@H](c2coc3ccccc3c2=O)C[C@H](OCc2ccc(CO)cc2)O1
  A: -29%	B: .	C: 1%	D: -1.4%	E: .	F: 12%	G: 34%	H: 3%

Exported with two lines to a compound: 14 of the compounds above
Results follow in this order: RECQ1 inh	SMN2 splice enh	JMJD2E inh	Epigenetic reg	Luc counter	RGS12 GoLoco inh	NPSR antagonist	IMPase Li inh
15	CC(NC(=O)Nc1cccnc1)(C(F)(F)F)C(F)(F)F
    -10%	21%	-26%	3.0%	-3%	3%	-9%[46.1 µM]	15%[38.3 µM]
16	CCCc1nn(C)c2c(=O)[nH]c(-c3cc(S(=O)(=O)N(CCO)CCO)ccc3OCC)nc12
    1%	.	-8%	-1.8%	.	-26%	-23%	.
17	Cn1c(CCN2CCCCC2)nc2cc(NC(=O)C3CCCCC3)ccc21
    -2%	-9%	?	-0.9%	-2%	5%	-13%[46.1 µM]	17%[38.3 µM]
18	O=c1[nH]c2c(c(=O)n1Cc1ccccc1)CCC2
    -11%	23%	-4%	-2.4%	-5%	-2%	-7%[46.1 µM]	-1%[38.3 µM]
19	N=c1nc(N)nc(N)n1-c1ccc(S(N)(=O)=O)cc1
    .	-13%[9.22 µM]	.	.	-1%[7.66 µM]	-4%[14.2 µM]	.	5%
20	CC(=O)c1ccc(NC(=O)CN2CCC(NC(=O)C3CCCCC3)CC2)cc1
    0%	.	7%	3.3%	-1%	10%	-15%	3%
21	CCOc1ccc(C(=O)NCC(=O)OCC(=O)NC2CCCC2)cc1
    i	-2%	-1%	-0.4%	-1%	2%	7%	-3%
22	CCN(CC)CCc1c(C)[nH]c(C(=O)OCc2ccccc2)c1C
    -3%	-6%	2%	-2.4%	1%	-6%	0%[46.1 µM]	19%[38.3 µM]
23	Cc1ccc(NC(=O)CS(=O)CC(=O)N(CC(=O)NC2CCCC2)c2ccc3c(c2)OCCO3)cc1 (stereo unspecified)
    15%	-3%	-6%	0.2%	3%	8%	-3%	5%
24	Cc1cccc(C2=NN(c3ccc(Br)cc3)[C@@H](C(=O)N3CCOC3=O)[C@@H]2c2ccc(F)cc2)c1
    -1%	-20%	-1%	-1.4%[40.7 µM]	3%[39.9 µM]	3%&-1%	-14%	-12%&-3%
25	O=C(Cn1nc(-c2ccccc2)ccc1=O)Nc1cccc(NC(=O)c2ccccn2)c1
    -5%	3%	?	1.9%	0%	7%	-23%	6%
26	CCC(Sc1nc(N)cc(N)n1)C(=O)O (stereo unspecified)
    5%	2%	4%	0.1%	-2%	8%	-1%[46.1 µM]	15%[38.3 µM]
27	CCCS(=O)(=O)N1CCCC(C(=O)NCCN(Cc2ccccc2)C(C)C)C1 (stereo unspecified)
    12%	-16%	2%	-2.3%	-10%	7%	2%[46.1 µM]	34%[activator][38.3 µM]
28	CN(C)C(=O)c1ccc(-c2cncnc2NCc2cccs2)cc1
    -13%	-8%	?	-0.8%	0%	-11%	.	-7%
